# Hep lipid drop – inhibitors of hepatocyte lipid droplet formation, primary screen, imaging, high-throughput imaging, BODIPY stain | AML12 mouse hepatocytes, oleate lipid droplets | inhibition, % at 6.5 µM | 240,000 tested, 0.4% active | AID 1656, 2009;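 active means lipid droplet intensity inhibited by at least 50%, with more than 500 cells counted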
#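 material = mouse AML12 hepatocyte cell line, fixed after treatment | also added = 100 µM oleic acid challenge | doses = compound at 6.5 µM only | schedule = overnight exposure | technique = Image-based BODIPY and DAPI two-channel analysis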
# T cell modulator – modulators of CD8 T cell-vesicle binding, primary screen, mouse 2C CD8+ T cells, flow cytometry. 2C CD8+ T cell-vesicle binding; active compounds read low. 330,000 tested, 0.068% active. calls only at 7 µM. AID 2052, 2009;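 active means response, share of CD8 T cells binding vesicles, and their 90th percentile fluorescence all below set limits, cut at about 80% in these data, passing the limit was not always enough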
#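 Test system: purified 2C TCR transgenic mouse naive CD8+ T cells. Probe or stimulus: QL9-peptide-loaded Drosophila micro-vesicles bearing Ld, ICAM-1 and B7-1. Incubation: binding step 1.5 h, 37 °C, antibody labelling 20 min, ice. Measured by: flow cytometry of vesicle-bound cells.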
# Ins promoter up – insulin promoter activators in MIN6 cells, imaging, high-content screening, mouse beta cells; MIN6 insulin promoter-GFP reporter; active compounds read high; z-score at 5 µM; 190,000 tested, 0.3% active; AID 1625, 2009;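 active means z-score above 3 at 5 µM with at least 500 cells counted in the well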
# b-catenin transl – modulators of beta-catenin nuclear translocation, primary screen, imaging, HeLa cells, immunofluorescence, high-content. AID 1665, 2009. 190,000 tested, 0.3% active. nuclear translocation activity, % at 5 µM;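 active means nuclear translocation activity above 50% at 5 µM, with a well cell count of 50 or more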;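 further: per-cell ratio of nuclear to cytoplasmic median beta-catenin stain intensity; plate controls were DMSO negative control for no effect and GSK-3 inhibitor IX positive control for full effect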
#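 Test system: human HeLa cells, native beta-catenin. Compound dosing: 5 µM primary single dose, 0.1% DMSO, 0.02–20 µM confirmation series. Incubation: compound exposure 24 h at 37°C. Detection: beta-catenin immunostaining with DAPI counterstain, 20x imaging, 6 fields/well. Read-out basis: Nuclear/cytoplasmic beta-catenin signal ratio, % activation.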
# Ins promoter up cell count – also measured in Ins promoter up; calls as there; cell count; measured here: cytotoxicity, nuclei count;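 total cells summed across four imaged fields per well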
# Hep lipid drop cells 6.5 µM – further read-out of Hep lipid drop, marked with its call; cell count; measured here: cell count, cytotoxicity flag;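 cells counted across two imaged fields per well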
# b-catenin transl cell count 5 µM – recorded beside b-catenin transl, whose call it bears; cell count; measured here: cell count, cytotoxicity flag
# T cell modulator vesicle-bound % – also measured in T cell modulator; calls as there; double positive events, %; measured here: CD8+ vesicle-bound cell fraction;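 binding gate set so that unloaded-vesicle control wells show 10% double positive cells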
# An asterisk follows results filed as active; i = inactive; · = not tested or not shown. An excerpt; the hit share may differ from the screen's.
SMILES,Hep lipid drop,Hep lipid drop cells 6.5 µM,T cell modulator,T cell modulator vesicle-bound %,Ins promoter up,b-catenin transl,others
COc1ccc(-c2nn(CCC#N)cc2C(=O)NCc2ccccc2)cc1[N+](=O)[O-],-3,818,i,53,·,·,
O=Cc1cn(Cc2ccc(Br)cc2)c2ccccc12,8,834,i,44,·,·,
CCOc1cccc(CNCCc2c(C)[nH]c3ccc(OC(F)(F)F)cc23)c1O,-30,679,i,40,·,·,
CCOc1cc2c(cc1OCC)-n1cccc1C(c1cc(OC)ccc1F)NC2 (centres undefined),-1,786,i,51,·,·,
CCOc1cc2c(cc1OCC)-n1cccc1C(c1c(O)cccc1OC)NC2 (centres undefined),-4,680,i,42,·,·,
COc1ccc(CCNCc2c(OC)ccc3ccccc23)cc1,-23,854,i,43,·,·,
O=c1cccc2n1CC1CC2CN(CC(O)CN2CC3CC(C2)c2cccc(=O)n2C3)C1 (centres undefined),-7,842,i,51,·,·,
O=c1[nH]c(=O)n(-c2ccc(F)cc2)c(O)c1/C=C1\C=Nc2ccccc21,5,822,i,39,·,·,
COCCNC(=O)Cn1cc(C(=O)c2ccccc2F)c2ccccc21,0,851,i,61,·,·,
O=C(C(=O)N1CCOCC1)c1cn(Cc2ccccc2F)c2ccccc12,2,827,i,70,·,·,
O=C(N/N=C/c1c(O)n(C2CC2)c(=S)[nH]c1=O)c1ccccc1Cl,-48,739,i,20,·,·,
Cc1nc2ccccc2c(=O)n1-c1ccc([N+](=O)[O-])cc1,3,863,i,59,·,·,
CN1C(=O)N(C)C(=O)C2(Cc3cc(NC(=O)c4ccccc4)ccc3N3CCCC32)C1=O (centres undefined),12,724,i,12,·,·,
CC(=O)Nc1ccc(CC(=O)N2CCN(Cc3ccccc3)CC2)cc1,-10,850,i,54,·,·,
CN1C(=O)C(=Cc2ccc(OCC(=O)Nc3ccccc3)cc2)C(=O)N(C)C1=O,6,663,i,4,·,·,
CC(=O)NCCc1c[nH]c2ccccc12,2,807,i,53,·,·,
N#CC(CCN1CCOCC1)(c1ccccc1)c1ccccc1,-1,704,i,32,·,·,
CC1CCCCN1CC(O)c1c[nH]c2ccccc12 (centres undefined),18,843,i,60,·,·,
O=[N+]([O-])c1cccc(CN2CC=C(c3ccc(F)cc3)CC2)c1,-2,849,i,52,·,·,
CC(C)[C@H](NC(=O)N1C[C@H]2C[C@@H](C1)c1cccc(=O)n1C2)C(=O)Nc1ccccc1F,2,780,i,36,·,·,

# Not a retest: 13 of the compounds above.
SMILES,Hep lipid drop,Hep lipid drop cells 6.5 µM,T cell modulator,T cell modulator vesicle-bound %,Ins promoter up,b-catenin transl,others
COc1ccc(-c2nn(CCC#N)cc2C(=O)NCc2ccccc2)cc1[N+](=O)[O-],-3,818,i,53,·,·,
O=Cc1cn(Cc2ccc(Br)cc2)c2ccccc12,8,834,i,44,·,·,
CCOc1cccc(CNCCc2c(C)[nH]c3ccc(OC(F)(F)F)cc23)c1O,-30,679,i,40,·,·,
CCOc1cc2c(cc1OCC)-n1cccc1C(c1cc(OC)ccc1F)NC2 (centres undefined),-1,786,i,51,·,·,
CCOc1cc2c(cc1OCC)-n1cccc1C(c1c(O)cccc1OC)NC2 (centres undefined),-4,680,i,42,·,·,
COc1ccc(CCNCc2c(OC)ccc3ccccc23)cc1,-23,854,i,43,·,·,
O=c1cccc2n1CC1CC2CN(CC(O)CN2CC3CC(C2)c2cccc(=O)n2C3)C1 (centres undefined),-7,842,i,51,·,·,
O=c1[nH]c(=O)n(-c2ccc(F)cc2)c(O)c1/C=C1\C=Nc2ccccc21,5,822,i,39,·,·,
COCCNC(=O)Cn1cc(C(=O)c2ccccc2F)c2ccccc21,0,851,i,61,·,·,
O=C(C(=O)N1CCOCC1)c1cn(Cc2ccccc2F)c2ccccc12,2,827,i,70,·,·,
O=C(N/N=C/c1c(O)n(C2CC2)c(=S)[nH]c1=O)c1ccccc1Cl,-48,739,i,20,·,·,
Cc1nc2ccccc2c(=O)n1-c1ccc([N+](=O)[O-])cc1,3,863,i,59,·,·,
CN1C(=O)N(C)C(=O)C2(Cc3cc(NC(=O)c4ccccc4)ccc3N3CCCC32)C1=O (centres undefined),12,724,i,12,·,·,

# The list continues:
SMILES,Hep lipid drop,Hep lipid drop cells 6.5 µM,T cell modulator,T cell modulator vesicle-bound %,Ins promoter up,b-catenin transl,others
CN(C)[C@@H]1C(=O)C(C(N)=O)=C(O)[C@@]2(O)C(=O)C3=C(O)c4c(O)ccc(Cl)c4[C@@](C)(O)[C@H]3C[C@@H]12,2,798,i,22,·,·,
CCOc1ccc(N2C(=O)/C(=C/c3ccc(C)o3)C(=O)NC2=S)cc1,-8,811,i,19,·,·,
COc1cc(CN2CC=C(c3ccc(F)cc3)CC2)cc(OC)c1,-4,779,i,49,·,·,
Oc1cc2c(cc1CN1CCN(c3ccccc3)CC1)OCO2,0,724,i,26,·,·,
Cc1cccc(N=Cc2c(O)n(C)c(=O)n(C)c2=O)c1,-1,835,i,59,·,·,
CCN1C[C@]2(COC(=O)c3ccccc3N)CC[C@H](OC)C34[C@@H]5C[C@H]6[C@H](OC)[C@@H]5[C@](O)(C[C@@H]6OC)[C@@](O)([C@H]13)[C@@H](OC)[C@@H]42,-22,779,i,18,·,·,
CCN(CC)C(=O)c1ccc(NC(=O)CNC(C)c2cccc3ccccc23)cc1 (centres undefined),-11,722,i,21,·,·,
COc1ccc(NC(=O)c2cn(CCC#N)nc2-c2ccccc2)cc1,0,817,i,55,·,·,
CN(Cc1ccccc1)C1CCCN(C(=O)COc2ccccc2Cl)C1 (centres undefined),-9,721,i,24,·,·,
CC(=O)c1ccc(OCC(=O)N2CCCC(N3CCN(c4ccccc4C)CC3)C2)cc1 (centres undefined),-2,776,i,61,·,·,
Cc1ccc(C)c(NC(=O)CCNC(=O)N2C[C@H]3C[C@@H](C2)c2cccc(=O)n2C3)c1,3,813,i,34,·,·,
CCCCc1cc(=O)oc2cc(OCC(=O)N3C[C@H]4C[C@@H](C3)c3cccc(=O)n3C4)c(Cl)cc12,-17,747,i,22,·,·,
CCn1c(C)c(C(=O)NCCc2ccccc2)c2cc(OC)ccc21,11,821,i,45,·,·,
CC(=O)O[C@H]1CCC2C3CCC4=CC(=O)CCC4=C3C=C[C@@]21C (some centres undefined),-13,780,i,7,·,·,
CCOc1ccc(-c2cc(C)[n+](CCc3ccc(OC)c(OC)c3)c(-c3ccc(OCC)cc3)c2)cc1,-88,729,i,48,·,·,
Cc1cc(/C=C2\C(=O)NC(=O)N(c3ccccc3)C2=O)c(C)n1-c1ccc(C(=O)O)c(Cl)c1,16,810,i,57,·,·,
CCC1C2CC3C4N(C)c5ccccc5C45CC(C2C5O)N3[C@@H]1O (some centres undefined),-3,793,i,10,·,·,
Cn1cc(C(O)CN2CCCCC2)c2ccccc21 (centres undefined),-3,878,i,61,·,·,
CCCCCn1c(=O)c(C(=O)Nc2ccccc2)c(O)c2ccccc21,-15,820,i,58,·,·,
COc1ccc(CCNCC2CCCO2)cc1 (centres undefined),-8,798,i,47,·,·,
FC(F)(F)c1ccccc1NC1=NCCCS1,-6,858,i,28,·,·,
CSc1ccc(CN2CCN(c3ccccc3C)CC2)cc1,-1,785,i,57,·,·,
C[C@H](NC(=O)N1C[C@H]2C[C@@H](C1)c1cccc(=O)n1C2)C(=O)Nc1cccc(F)c1,-4,801,i,58,·,·,
CCOC(=O)Cn1cc(C=C2C(=O)N(C)C(=O)N(C)C2=O)c2ccccc21,2,783,i,23,·,·,
Cc1c(O)ccc(C(=O)CN2CC(C)OC(C)C2)c1O (centres undefined),2,714,i,20,·,·,
Cc1ccc2c(c1)C(c1ccccc1)=NCC(=O)N2,0,868,i,43,·,·,
CCc1ccc(NC(=O)CCNC(=O)N2C[C@H]3C[C@@H](C2)c2cccc(=O)n2C3)cc1,14,826,i,34,·,·,
COP(=S)(OC)c1c(C)nn(CCC#N)c1NC(=O)c1ccc(Cl)cc1,-8,724,i,18,·,·,
CC(NS(=O)(=O)OCC(Cl)(Cl)Cl)c1ccccc1 (centres undefined),-4,808,i,60,·,·,
O=C(O)c1ccc(NC(=O)N2C[C@H]3C[C@@H](C2)c2cccc(=O)n2C3)cc1,5,797,i,51,·,·,
Cc1ccc(/C=C2\C(=O)NC(=S)N(c3cccc(F)c3)C2=O)o1,10,885,i,52,·,·,
O=C(NC1CCCCC1)N1C[C@H]2C[C@@H](C1)c1cccc(=O)n1C2,-9,828,i,52,·,·,
COc1ccc(CN2CCN(Cc3ccccc3OC)CC2)cc1,-2,816,i,6,·,·,
COc1ccc(-n2nc(C(=O)NCC(=O)N3CCC4(CC3)OCCO4)c3ccccc3c2=O)cc1,8,805,i,46,·,·,
COc1ccc(CNCCc2c[nH]c3ccccc23)cc1OC,8,686,i,32,·,·,
CCC(C)C(NC(=O)CCCNC(=O)CCC(=O)OC1O[C@H]2OC3(C)CC[C@H]4[C@H](C)CCC(C1C)C24OO3)C(=O)O (some centres undefined),-74,771,i,8,·,·,
COc1ccc(C(CNC(=O)CCc2ccsc2)N(C)C)cc1 (centres undefined),6,826,i,28,·,·,
Cc1ccccc1CC(=O)N(CCN(C)C)CC1CCCN(Cc2ccccc2F)C1 (centres undefined),2,807,i,58,·,·,
COc1cc2c(cc1OC)C(C1c3cc4c(cc3CCN1C)OCO4)OC2=O (centres undefined),-5,797,i,21,·,·,
COC(=O)c1cccc(NC(=O)N2C[C@H]3C[C@@H](C2)c2cccc(=O)n2C3)c1,-12,719,i,20,·,·,
Clc1ccccc1CN1CCNCC1,-4,751,i,40,·,·,
CCOc1cc2c(cc1OCC)-n1cccc1C(c1ccccc1F)NC2 (centres undefined),-8,873,i,50,·,·,
COc1ccc(-n2c(CN3CCOCC3)nc3ccccc3c2=O)c(OC)c1,-3,803,i,13,·,·,
O=C(c1cccc(C(F)(F)F)c1)N1C[C@H]2C[C@@H](C1)c1cccc(=O)n1C2,-14,806,i,30,·,·,
CN1C(=O)C(=Cc2cn(CC(=O)N3CCCCC3)c3ccccc23)C(=O)N(C)C1=O,9,821,i,24,·,·,
CN1CC=C(/C=C/c2ccc(-c3ccccc3)cc2)CC1,-15,783,i,50,·,·,
c1ccc(-n2ccnc2)cc1,-9,752,i,22,·,·,
CCOc1ccc(N2C(=O)/C(=C/c3ccco3)C(=O)NC2=S)cc1,-2,792,i,48,·,·,
CCC(N)Cc1c[nH]c2ccccc12 (centres undefined),18,817,·,·,-0.36,-0.5,Ins promoter up cell count=934;b-catenin transl cell count 5 µM=1352
C=CCn1c(O)c(C(CC)=Nc2cccc(C(F)(F)F)c2)c(=O)[nH]c1=O,·,·,i,42,-0.24,-1.8,Ins promoter up cell count=1436;b-catenin transl cell count 5 µM=1391
Cn1c(O)c(C2=NN(C(=O)CCl)C(c3ccccc3)C2)c(=O)n(C)c1=O (centres undefined),·,·,i,8,-0.77,-0.7,Ins promoter up cell count=1397;b-catenin transl cell count 5 µM=1354
CN1OCC2Cn3c(nc4ccccc43)C21 (centres undefined),·,·,i,31,0.61,0.0,Ins promoter up cell count=860;b-catenin transl cell count 5 µM=1062
O=S(=O)(c1ccc(F)cc1)N1CCCC1c1cccnc1 (centres undefined),-16,686,i,40,·,1.0,b-catenin transl cell count 5 µM=1083
FCCN(CCF)c1cccc(Cl)c1,3,774,i,27,·,-0.2,b-catenin transl cell count 5 µM=1309
CCOc1cc(/C=C2\C(=O)NC(=O)N(C)C2=O)cc([N+](=O)[O-])c1O,11,723,i,10,·,-0.5,b-catenin transl cell count 5 µM=1282
NNc1n[nH]c(=S)n1N,0,688,i,52,·,3.0,b-catenin transl cell count 5 µM=1295
COC(=O)c1cn(C(=O)c2cccc3ccccc23)c2ccccc12,5,704,i,61,·,0.9,b-catenin transl cell count 5 µM=1270
Fc1ccc(C2N3CCCN23)cc1 (centres undefined),5,680,i,40,·,1.7,b-catenin transl cell count 5 µM=1444

# From PubChem BioAssay
